# HKDC1 inh: inhibitors of human hexokinase HKDC1. Q2TB90. recombinant HKDC1, G6PDH/diaphorase resazurin coupled fluorescence. inhibition, % at 20 µM. actives 0.16% (n = 340,000). AID 493160;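 active = inhibition above about 35% when tested at 20 µM, limit read from the data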;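 also: plate controls were DMSO wells with enzyme for no effect and DMSO wells lacking enzyme for full effect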
# Target sequence (Q2TB90 whole entry, looked up): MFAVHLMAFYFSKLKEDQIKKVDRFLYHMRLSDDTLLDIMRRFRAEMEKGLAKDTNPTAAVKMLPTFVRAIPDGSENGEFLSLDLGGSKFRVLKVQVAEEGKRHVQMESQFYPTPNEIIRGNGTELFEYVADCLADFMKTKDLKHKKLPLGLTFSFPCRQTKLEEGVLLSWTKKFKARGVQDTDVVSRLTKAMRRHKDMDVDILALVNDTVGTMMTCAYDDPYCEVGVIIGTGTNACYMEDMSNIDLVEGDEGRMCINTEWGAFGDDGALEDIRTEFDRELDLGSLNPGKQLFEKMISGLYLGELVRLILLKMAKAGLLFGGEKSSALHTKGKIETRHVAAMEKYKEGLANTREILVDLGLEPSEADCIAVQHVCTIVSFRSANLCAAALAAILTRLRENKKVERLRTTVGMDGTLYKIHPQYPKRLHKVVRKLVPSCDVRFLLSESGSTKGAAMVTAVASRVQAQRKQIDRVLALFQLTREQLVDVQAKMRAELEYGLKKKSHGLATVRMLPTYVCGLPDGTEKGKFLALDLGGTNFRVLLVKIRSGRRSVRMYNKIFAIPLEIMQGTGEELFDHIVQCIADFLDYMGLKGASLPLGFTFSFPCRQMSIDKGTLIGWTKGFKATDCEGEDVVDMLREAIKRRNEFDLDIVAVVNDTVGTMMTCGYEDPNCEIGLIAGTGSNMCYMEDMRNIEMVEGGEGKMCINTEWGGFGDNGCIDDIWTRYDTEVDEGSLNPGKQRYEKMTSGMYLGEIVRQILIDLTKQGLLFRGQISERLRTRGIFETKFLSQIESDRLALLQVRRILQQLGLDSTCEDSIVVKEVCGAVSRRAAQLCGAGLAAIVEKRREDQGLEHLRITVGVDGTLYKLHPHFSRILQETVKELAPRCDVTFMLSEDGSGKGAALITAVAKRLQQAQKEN
#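 Material – in-house recombinant HK5 (HKDC1) enzyme · Quantity – HKDC1 at 5 µg/mL · Buffer or medium – pH 8.0 Tris buffer with 10 mM MgCl2 · Reagent – glucose with 1 mM ATP · Dosing – single 20 µM dose · Times – reaction time 90 min, room temperature, protected from light · Technique – resorufin fluorescence at 613 nm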
# SENP7 block: inhibitors of human SENP7 protease; Q9BQF6; recombinant SENP7, Z-RLRGG-aminoluciferin luminescence, 40 min; inhibition, % at 5 µM; actives 1.5% (n = 330,000); AID 434973;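 active = inhibition above about 50% at the single test dose, limit read from the data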;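 also: plate controls were DMSO with enzyme for no effect and no enzyme buffer wells for full effect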
# SENP8 block-1: SENP8 (human) protease inhibition | AID 602440 | Q96LD8 | actives 0.64% (n = 360,000) | inhibition, % at 20 µM | recombinant SENP8, Nedd8 substrate fluorescence; in the data active = inhibition mostly above about 40%, no sharp cut-off; inactive = mostly below about 27%
# SENP6 inh: SENP6 protease inhibition; Q9GZR1; inhibition, % at 10 µM; actives 1.8% (n = 330,000); AID 2599; Recombinant SENP6 catalytic domain, aminoluciferin luminescence;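 active = inhibition above about 50% at the single tested dose, limit read from the data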;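 also: plate controls were DMSO wells with enzyme for no effect and DMSO wells lacking enzyme for full effect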
# NALP3 yeast inh: inhibitors of NALP3 inflammasome in yeast. Yeast reconstituted NLRP3/ASC/caspase-1, beta-gal luminescence, 24 h. inhibition, % at 10 µM. actives 0.39% (n = 330,000). AID 2825;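 active = inhibition of 50% or more; inactive = inhibition below 50%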;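 also: plate controls were induced DMSO wells for no effect and uninduced yeast grown without galactose for full effect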
# Apaf-1 inh: blocks human Apaf-1 apoptosome activity; O14727; reconstituted apoptosome caspase-3 activity, DEVD-Rh110 fluorescence; inhibition, % at 20 µM; actives 0.71% (n = 330,000); AID 489030; active = inhibition of at least 40% at 20 µM;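 also: plate controls were DMSO wells for no effect and DEVD-CHO caspase inhibitor wells for full effect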
#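 Assay system: Apoptosome proteins | Medium: pH 7.5 Hepes buffer with CHAPS, BSA, DTT | Also added: Cytochrome c and DEVD-Rh110 substrate | Times: 30 min plus 50 min, RT | Detection: Rhodamine 110 fluorescence at Ex 480/Em 540 nm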
# PfG6PD inh: PfG6PD (Plasmodium falciparum) enzyme inhibition; PfGluPho enzyme, NADPH resazurin-diaphorase fluorescence; inhibition, % at 20 µM; actives 0.78% (n = 350,000);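 active = inhibition reaching at least a set limit at 20 µM in the primary screen, cut at about 59% in these data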;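 also: 0% = DMSO wells with substrate and 100% = DMSO wells lacking glucose-6-phosphate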
# SENP8 block-2: blocks the human protease SENP8; Q96LD8; inhibition, % at 10 µM; purified SENP8, Z-RLRGG-aminoluciferin cleavage, luminescence; AID 2540; actives 1.2% (n = 330,000); in the data active = inhibition above about 50%
# SENP1 FRET inh: inhibitors of human SENP1 SUMO protease catalytic domain. Q9P0U3. recombinant SENP1 catalytic domain, CyPet-SUMO1-YPet FRET cleavage. inhibition, % at 10 µM. actives 0.21% (n = 360,000). AID 624204;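 active = inhibition at least 30% at 10 µM, raw YFP signal under a set limit, fluorescence ratio 0.5 to 1.5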;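 also: 0% = enzyme with DMSO and 100% = no enzyme wells; some results filed as inactive read as strong as hits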
# Target sequence (Q9P0U3 419-644 limits assumed): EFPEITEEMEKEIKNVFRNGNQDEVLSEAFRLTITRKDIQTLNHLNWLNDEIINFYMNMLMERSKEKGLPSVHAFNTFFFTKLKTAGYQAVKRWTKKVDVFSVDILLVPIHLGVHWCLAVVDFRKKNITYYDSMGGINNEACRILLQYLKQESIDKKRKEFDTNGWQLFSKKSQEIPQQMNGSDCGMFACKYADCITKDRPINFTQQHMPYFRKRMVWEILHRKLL
#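 Test system: recombinant human SENP1 catalytic domain, His6-tagged / Medium: pH 8 Tris buffer with EDTA, NaCl, BME, BSA, NP40, catalase / Also added: SUMO1 FRET substrate flanked by Cypet and Ypet, 25 nM / Times: 50 min reaction at room temperature / Signal: FRET, CFP and YFP emission / Control set: no-enzyme low control and enzyme-plus-DMSO high control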
# An asterisk follows results filed as active; / = no result given.
SMILES,HKDC1 inh,SENP7 block,SENP8 block-1,SENP6 inh,NALP3 yeast inh,Apaf-1 inh,PfG6PD inh,SENP8 block-2,SENP1 FRET inh
Cc1cc(C)c(C(=O)OCCNC(=O)c2cccnc2)cc1C,5,-5,7,-3,10,4,0,-6,0
Nc1nonc1C(=O)N/N=C/c1ccc(Br)o1,-3,-13,0,-31,-11,-6,7,-26,0
CCOC(=O)c1[nH]c(C)c(CN(C(C)=O)c2ccc(OCC)cc2)c1C,-4,-6,6,-14,8,-2,-5,-2,3
COc1ccc(CCNC(=O)Cc2ccc(Cl)cc2)cc1OC,-4,9,8,1,16,-1,2,-9,2
O=S(=O)(NC1c2cccc3cccc(c23)C1N1CCN(CCO)CC1)c1ccccc1 (stereo unspecified),-66,/,5,/,/,/,-61,/,-10
COc1ccc(NC(=O)CSc2n[nH]c(N)n2)cc1OC,-8,-10,7,-20,4,-2,5,-11,-2
CCCCSc1nc2sc3c(c2c(=O)n1-c1ccc(C)cc1)CCN(C)C3,7,5,-242,-27,17,20,-13,-3,-35
CCCCC(CC)C(=O)Nc1cc(C(=O)NCCC)ccc1N1CCC2(CC1)CC(c1cccc(Br)c1)=NO2 (stereo unspecified),0,0,20,1,6,14,-14,2,2
Clc1ccc(-c2nnc3sc(-c4ccc(Br)o4)nn23)cc1,-3,14,-88,-12,6,-5,-5,-5,21
CC(C)COc1cccc(C(=O)N(C)CC(=O)Nc2cccc3ccccc23)c1,6,7,4,-8,7,20,-6,-3,-1
COc1cc2ccc(=O)oc2c(O)c1O,-7,/,-65,/,/,/,24,/,-27
CCOC(=O)c1c(C)[nH]c(C)c1C(=O)CSc1nnc(-c2cc(OC)c(OC)c(OC)c2)o1,-4,5,6,6,-2,7,-8,3,1
CC1(C)CC(=O)C=C(c2ccc(OC(F)(F)F)cc2)C1,0,1,9,-6,2,0,13,4,2
COc1ccc(CNC(=O)[C@@H]2CC=C[C@@H]3CCN(C4CC4)C(=O)[C@@H]32)cc1,-7,4,3,-14,3,-8,8,5,1
COc1nc(-c2cccc([N+](=O)[O-])c2)nc2ccccc12,-5,9,14,-4,1,-3,1,10,-1
CN(CC(=O)Nc1cccc(F)c1)C(=O)c1ccc2c(c1)NC(=O)CS2,-5,-9,13,-2,-6,-8,3,-1,0
Cc1cccc2sc(N(CCCN(C)C)C(=O)c3cc4ccccc4oc3=O)nc12,-13,-2,24,-9,0,9,11,-9,1
CCC(C)(C)NC(=O)CN(C(=O)CNS(=O)(=O)c1ccc(C)cc1)c1ccc2c(c1)OCCO2,-7,-13,6,-26,3,6,-4,-13,0
O=C(NC1CCC(=O)N(CCSc2ccccc2)CC1)OCc1ccccc1 (stereo unspecified),-5,-14,16,-4,6,9,-4,-9,2
COc1ccc(CC(=O)NCC2CCCN(Cc3ccccc3OC)C2)cc1 (stereo unspecified),-7,-12,11,-5,8,-1,-3,-9,-2

# An excerpt from above with just SENP7 block, PfG6PD inh and SENP8 block-2:
structure | SENP7 block | PfG6PD inh | SENP8 block-2
CCOC(=O)c1c(C)[nH]c(C)c1C(=O)CSc1nnc(-c2cc(OC)c(OC)c(OC)c2)o1 | 5 | -8 | 3
COc1ccc(CNC(=O)[C@@H]2CC=C[C@@H]3CCN(C4CC4)C(=O)[C@@H]32)cc1 | 4 | 8 | 5
Nc1nonc1C(=O)N/N=C/c1ccc(Br)o1 | -13 | 7 | -26
COc1cc2ccc(=O)oc2c(O)c1O | / | 24 | /

# The list goes on.
SMILES,HKDC1 inh,SENP7 block,SENP8 block-1,SENP6 inh,NALP3 yeast inh,Apaf-1 inh,PfG6PD inh,SENP8 block-2,SENP1 FRET inh
O=C(Nc1nc2ccc(Br)cc2s1)c1ccco1,-1,63*,-76,75*,26,0,-12,58*,-6
S=C(NCc1ccc(Cl)cc1Cl)NC1CCCCC1,8,-2,10,-25,28,9,-4,-12,1
CCN(CCn1cccn1)Cc1cn[nH]c1-c1ccc(-c2ccccc2)cc1,-7,2,0,-9,-3,15,9,-5,0
O=[N+]([O-])c1cccc(-c2nc3ccc([N+](=O)[O-])cc3[nH]2)c1,1,93*,15,99*,29,14,108*,94*,1
COc1ccc(F)cc1S(=O)(=O)NCCCn1ccnc1,-3,7,8,-11,11,-4,5,-5,-2
Cc1c(Cl)cccc1NC(=O)CSc1nnnn1C,-5,-6,13,-13,4,-7,3,-8,-2
O=C(c1ccc(CS(=O)Cc2ccccc2Cl)o1)N1CCN(c2ccccn2)CC1 (stereo unspecified),-6,0,13,-2,10,5,-10,-9,1
CC(=O)Oc1cccc(N2C(=O)C3C4C=CC(C4)C3C2=O)c1 (stereo unspecified),-5,-4,8,-16,3,0,-2,-13,0
Cc1ccc(S(=O)(=O)NCCC(=O)NCC(=O)Nc2c(C)cccc2C)cc1C,-5,2,1,-3,21,-7,0,0,0
CCN(CC)S(=O)(=O)c1ccc2nnn(O)c2c1,-8,1,-3,-6,-20,-3,-7,2,2
Cc1cc([N+](=O)[O-])ccc1N(C)C,-10,4,20,-6,-1,3,-5,-4,1
CCOC(=O)C(C)Oc1cccc2c(=O)n(CC(=O)NCc3ccco3)ccc12 (stereo unspecified),1,-2,-83,4,23,3,2,2,3
O=C(COc1ccc(S(=O)(=O)N2CCCCC2)cc1)N1CCOCC1,-8,0,4,-4,2,4,-8,0,2
Cc1ccc(OCc2cc(C(=O)N3CCC(Oc4cccnc4)CC3)no2)cc1C,1,15,0,-9,22,21,12,-9,0
COc1ccccc1N1CCN(c2ccc(-c3ccccc3)nn2)CC1,3,-3,13,94*,35,5,6,95*,-1
CC(=O)Nc1cccc(NC(=O)Nc2cccc(Cl)c2C)c1,-4,-6,25,2,-4,-3,-4,6,0
Cc1ccc(C)c(C(=O)COC(=O)CN2C(=O)C3C4C=CC(C4)C3C2=O)c1 (stereo unspecified),-5,2,8,-8,2,9,2,-5,2
COc1cc(C(=O)OCC(=O)NC2CCCC2)cc(OC)c1OC,-3,3,17,-36,8,0,-5,-1,2
Cc1nn(-c2ccccc2)c(C)c1CCC(=O)O,-14,-5,15,0,0,-7,1,-6,-1
C/C(=N\NC(=O)c1ccc(OC2CCCC2)cc1)c1ccc(O)cc1,-3,1,7,16,16,6,0,4,0

# Full records from above. Screens in order: HKDC1 inh | SENP7 block | SENP8 block-1 | SENP6 inh | NALP3 yeast inh | Apaf-1 inh | PfG6PD inh | SENP8 block-2 | SENP1 FRET inh
# CCOC(=O)C(C)Oc1cccc2c(=O)n(CC(=O)NCc3ccco3)ccc12 (stereo unspecified) as listed: 1 | -2 | -83 | 4 | 23 | 3 | 2 | 2 | 3
# CC(=O)Oc1cccc(N2C(=O)C3C4C=CC(C4)C3C2=O)c1 (stereo unspecified) as listed: -5 | -4 | 8 | -16 | 3 | 0 | -2 | -13 | 0

# More compounds:
SMILES,HKDC1 inh,SENP7 block,SENP8 block-1,SENP6 inh,NALP3 yeast inh,Apaf-1 inh,PfG6PD inh,SENP8 block-2,SENP1 FRET inh
Clc1cccc2c1CCN(Cc1nc(-c3cnccn3)no1)C2,3,-7,7,9,0,3,11,-5,-12
COc1ccc(NC(=O)CNC(=O)C2CCCCC2)cc1,-4,-7,5,-8,15,0,-1,-1,2
O=P(Cc1ccccn1)(c1ccccc1)c1ccccc1,17,-5,9,-19,-2,-5,7,-7,1
Cc1sc(NC(=S)Nc2ccc(F)cc2)c(C(N)=O)c1C,-6,/,-7,/,/,/,20,/,-6
O=C(CC12CC3CC(CC(C3)C1)C2)N/N=C\c1ccc[nH]1,7,2,-2,-5,-1,9,1,0,1
COc1ccccc1CNC(=O)[C@@H]1CCCN1S(=O)(=O)c1ccccc1F,-8,-6,8,-6,20,4,11,-4,0
CN(C)CC/C=C1\c2cc(F)ccc2CSc2ccccc21,0,-3,8,-3,17,-10,3,-5,-1
CN1CCc2c(sc(N)c2C(=O)O)C1,2,1,-131,-1,2,-1,26,6,-42
CC(C)(C)CN1CCNC(=O)C1CC(=O)N1CCC(C(=O)N2CCOCC2)CC1 (stereo unspecified),2,0,-151,-1,17,-4,-13,8,-23
CCOc1ccc(/C(O)=C2\C(=O)C(=O)N(c3cc(C)on3)C2c2ccccc2OC)cc1 (stereo unspecified),-2,-4,7,-10,-5,10,-20,-6,1
O=C(NCc1ccccc1)C(=O)NCC1OCCN1S(=O)(=O)c1ccc2c(c1)OCCO2 (stereo unspecified),2,-9,16,-4,9,6,-8,-5,-1
CCOc1ccccc1NC(=O)NNC(=O)COc1cccc(C)c1C,-5,-12,6,-26,1,10,36,-12,1
COC(=O)c1ccccc1S(=O)(=O)N(Cc1cc2ccc(OC)cc2[nH]c1=O)CC1CCCO1 (stereo unspecified),-2,-4,-97,4,6,3,-13,-8,0
O=C(NC(c1cccnc1)C(F)(F)F)c1cc(COc2ccc3c(c2)CCCC3)on1 (stereo unspecified),1,0,10,3,20,17,20,2,0
CC(=O)Nc1c(NC(C)C)c2ccccc2oc1=O,-3,-6,27,0,13,2,-20,0,0
Cc1ccc(C(=O)NNC(=O)CSc2nnc3c(n2)[nH]c2ccc(C)cc23)cc1,-9,4,16,-1,0,-8,12,3,0
O=C1COc2ccc(C(=O)COC(=O)c3ccc(F)cc3Cl)cc2N1,-2,-2,5,9,9,-4,6,-6,3
O=C(CCC1CCCCC1)Nc1cc(C(F)(F)F)ccc1N1CCOCC1,1,-3,0,13,21,26,19,1,2
COc1ccc(CN2CCN(C(=O)c3ccc(CNS(=O)(=O)c4ccc(C)cc4)cc3)CC2)c(OC)c1OC,-5,14,8,-6,13,15,-9,-14,1
Cc1ccc(S(=O)(=O)CCc2nc3ccccc3s2)cc1,-5,5,-7,0,8,-6,27,4,-3
CS(=O)(=O)N1CCCC(C(=O)Nc2ccccc2C(F)(F)F)C1 (stereo unspecified),-7,0,12,-8,-11,-10,-14,7,1
C=CCn1c(SCC(=O)NC(=O)Cc2ccccc2)nc2ccccc2c1=O,-1,-4,10,-3,12,4,7,12,4
S=C(Nc1cccc2ccccc12)NN1CCCCCC1,-5,/,-283,/,/,/,22,/,-9
Cc1ccccc1CN1CCN(C/C=C/c2ccccc2)CC1,-3,7,-1,-12,19,-5,-19,-2,-2
CCOc1ccc(N2CC(C(=O)NCc3ccco3)CC2=O)cc1 (stereo unspecified),0,8,7,-1,13,2,3,2,2
O=C(CSc1nc(-c2ccccc2)cc(=O)[nH]1)Nc1ccccc1,-7,-6,11,2,11,-2,-9,-3,2
C=CCc1ccc(OCC(O)CO)c(OC)c1 (stereo unspecified),4,0,12,4,5,-11,-11,-4,1
COC(=O)c1ccc(CNC(=O)COC(=O)/C=C/c2cc(OC)c(OC)c(OC)c2)cc1,1,-5,-487,-4,7,7,-8,-12,0
CCOC(=O)c1c(C)c(C(=O)N2CCc3ccccc3C2)c(C)n1CC,-4,0,14,-6,8,13,-5,-1,-2
CSCCC(NC(=O)OCc1ccccc1)C(=O)O (stereo unspecified),-4,-7,-2,-2,-11,-4,1,-12,-1
CCN(CC)S(=O)(=O)c1cccc(-c2csc(C)n2)c1,1,3,18,-7,10,-8,-10,3,0
Cc1nonc1C1CCCN1C(=O)c1cc(COc2cccc(C(F)(F)F)c2)on1 (stereo unspecified),4,4,14,16,22,33,5,5,1

# Hits appear at their usual frequency; about 4.1% have a hit in one of these screens.
